# PolyA inh: yeast polyadenylation inhibition | S. cerevisiae SKY197-pL101 polyadenylation reporter, beta-gal luminescence; efflux-impaired pdr1/pdr3 knockout yeast; score 100 = 6 SD above DMSO | calls only at 12 µM | hit rate 0.02% among 300,000;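 active means lowest replicate activity score at least 50, where 100 means six control SD above control mean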;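 further: yeast exposed to compound for 9 h at 30 °C; higher score means more reporter readthrough which indicates perturbed polyadenylation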
# HSF1 activator: increases HSF-1 driven luciferase reporter signal | NIH3T3-HGL HSF-1 luciferase reporter, MG132, 8 h; 100% = twice DMSO control signal | activation, % at 9 µM | hit rate 1.7% among 300,000;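 active means mean replicate activation of at least 50% with a set share of replicates each reaching 50%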;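 further: 0% = median of the neutral control wells and 100% = twice that signal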
# HSF1 inh: HSF1 inhibition. hit rate 0.77% among 300,000. NIH3T3-HGL HSE-luciferase, MG132-induced, luminescence 8 h; stronger effect = lower value. AID 2098. activity change, negative = inhibition, % at 7.5 µM (by protocol);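 active means more than half of replicate wells show activity change below -50%, luminescence cut by over half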;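 further: luciferase reports HSF-1 transcriptional activity via heat shock element; 0% = median of DMSO wells and -100% = zero luminescence signal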
# DYRK1A inh: blocks rat Dyrk1A kinase activity. Q63470. ADP-Glo luminescence, NFATc1 peptide. inhibition, % at 12.5 µM. hit rate 0.43% among 310,000. AID 504441; in the data active means inhibition above about 50%;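 further: plate controls were vehicle with enzyme for no effect and no enzyme for full effect; many of its hits are not listed in these tables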
# Platelet DG rel: modulates dense granule release in human platelets; human platelet-rich plasma, SFLLRN dense granule ATP release, luminescence; inhibition, %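 (compounds screened at 7.5 µM in platelet-rich plasma)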; hit rate 0.22% among 300,000;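 active means mean replicate score, as percent of positive control, at or above 50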
# HSP90 inh: HSP90 refolding inhibition in rabbit reticulocyte lysate; inhibition, % at 5.6 µM; hit rate 0.91% among 290,000; luciferase refolding luminescence, 3 h;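 active means inhibition above the screen-wide mean plus 3 SD, computed separately per campaign, cut at about 16% in these data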;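 further: 0% = DMSO wells and 100% = 60 µM geldanamycin wells; inhibitors lower the luminescence because luciferase stays unfolded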
# HDAC3 inhib: inhibitors of human histone deacetylase 3; O15379; recombinant HDAC3, fluorogenic peptide/trypsin coupled, fluorescence; inhibition, % at 8.3 µM; hit rate 0.15% among 320,000; AID 2718; in the data active means inhibition above about 26%, passing the limit was not always enough
# Target sequence (O15379 whole entry, looked up): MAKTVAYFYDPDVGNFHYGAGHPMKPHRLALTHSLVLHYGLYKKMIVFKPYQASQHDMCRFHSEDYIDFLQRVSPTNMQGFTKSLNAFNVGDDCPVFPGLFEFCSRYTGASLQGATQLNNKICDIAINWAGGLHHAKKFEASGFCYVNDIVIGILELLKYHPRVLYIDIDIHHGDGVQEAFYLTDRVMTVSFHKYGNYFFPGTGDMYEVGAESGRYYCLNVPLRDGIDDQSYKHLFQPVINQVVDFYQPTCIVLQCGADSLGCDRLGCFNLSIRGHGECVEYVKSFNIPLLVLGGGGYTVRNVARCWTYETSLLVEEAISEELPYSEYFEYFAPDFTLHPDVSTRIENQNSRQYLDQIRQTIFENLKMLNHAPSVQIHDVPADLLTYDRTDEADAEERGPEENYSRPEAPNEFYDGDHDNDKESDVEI
# GSK3beta inhib: inhibitors of human GSK3beta kinase; GST-GSK3beta kinase, ADP-Glo luminescence, 60 min; stronger effect = lower value; hit rate 0.038% among 300,000; AID 2097; P49841; activity score (negative = inhibition), % at 10 µM;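 active means more than half of replicate wells score below -50%, meaning over 50% inhibition versus plate controls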;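 further: 0% = median DMSO wells and -100% = median GW8510 positive control wells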
#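 Test system: GST-fused GSK3beta enzyme, cell-free | Quantity: 1.6 ng GST-GSK3beta enzyme per well | Reagent: 25 µM ATP with peptide substrate | Schedule: 60 min enzyme reaction, room temperature | Signal: Luminescent ADP-Glo measurement of ADP formed | Read-out basis: Score relative to plate controls | Control set: DMSO and 20 µM GW8510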
# AI-2 QS mod: modulates the Vibrio harveyi AI-2 quorum sensing system; Vibrio harveyi JMH597 AI-2 luminescence/OD600 ratio, 9 h; stronger effect = lower value; strain lacks LuxN and CqsS sensors; 0 = neutral-control median; activity change, % at 7.5 µM; hit rate 0.4% among 300,000; in the data active means activity change below about -75%, passing the limit was not always enough;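 further: luminescence divided by OD600 gain over 9 h not by final OD600 alone; inactives centre near 13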
# GSK3 alpha inh: inhibitors of human GSK-3 alpha kinase; P49840; ADP-Glo luminescence, 60 min; inhibition, % at 10 µM; hit rate 0.1% among 320,000; AID 2650;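 in the data active means inhibition above about 50%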;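 further: GST-tagged GSK-3 alpha with peptide substrate and 25 µM ATP; 0% = DMSO neutral wells and 100% = GW8510 positive control wells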
# Target sequence (P49840 whole entry, looked up): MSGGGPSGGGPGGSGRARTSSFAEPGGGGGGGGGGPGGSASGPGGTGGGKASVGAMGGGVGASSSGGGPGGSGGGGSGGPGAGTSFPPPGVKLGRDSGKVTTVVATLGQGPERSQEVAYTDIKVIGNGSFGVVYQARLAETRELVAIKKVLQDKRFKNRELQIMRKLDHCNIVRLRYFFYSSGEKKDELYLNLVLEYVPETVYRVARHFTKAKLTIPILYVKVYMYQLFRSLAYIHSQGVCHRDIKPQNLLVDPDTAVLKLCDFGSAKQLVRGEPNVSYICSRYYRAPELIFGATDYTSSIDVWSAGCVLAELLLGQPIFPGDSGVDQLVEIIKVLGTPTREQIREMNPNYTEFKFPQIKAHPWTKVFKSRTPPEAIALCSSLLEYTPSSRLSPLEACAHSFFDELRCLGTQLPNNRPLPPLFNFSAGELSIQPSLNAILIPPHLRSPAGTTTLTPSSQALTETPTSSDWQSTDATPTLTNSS
# * hit, by the source's call; i = inactive; nt = no result given. Not all compounds are listed, so the mix of outcomes need not match the whole.
PolyA inh	HSF1 activator	HSF1 inh	DYRK1A inh	Platelet DG rel	HSP90 inh	HDAC3 inhib	GSK3beta inhib	AI-2 QS mod	GSK3 alpha inh	smiles
i	-2.2	1.8	5.6	0.7	-1.9	-2.1	-1.3	23.4	-0.7	CCOC(=O)c1[nH]c2ccccc2c1NC(=O)CC
i	-2.6	2.9	0.3	9.9	22.2*	nt	5.3	-19.7	-0.9	O=C(O)c1cccc(NS(=O)(=O)c2ccc3c(c2)C(=O)c2ccccc2C3=O)c1
i	8.4	1.0	1.3	-13.1	5.3	-9.7	2.4	16.7	-3.4	COc1ccc(OC)c(CNC(=O)C2CCN(S(=O)(=O)N3CCCCC3)CC2)c1
i	16.0	4.3	2.0	1.3	-2.6	-8.4	0.3	22.3	3.4	Cc1ccc(S(=O)(=O)NCC(=O)N(CC2CCCO2)C(C(=O)NC2CCCC2)C(C)C)cc1 (stereo not given)
i	-3.0	-3.1	2.9	7.8	nt	2.1	5.1	3.7	-0.5	CCN(CC(=O)Nc1ccc(NC(C)=O)cc1)C(=O)CSc1nnc(-c2ccco2)n1CC
i	13.3	0.9	-0.3	19.5	2.1	2.6	1.8	7.6	-2.5	COCCn1c(NCc2ccccc2)nc2c1c(=O)[nH]c(=O)n2C
i	8.3	1.7	-47.2	5.7	-1.8	-2.8	2.6	12.9	-1.1	CCOc1ccccc1OCCNC1CCCC1
i	6.4	-6.7	7.7	9.0	1.9	-2.2	-1.7	20.2	-1.5	C[N+]1(CC(=O)OCCCC2CCCCC2)CCCC1
i	1.6	-5.4	-1.0	-0.6	2.8	6.0	4.9	23.5	2.2	O=C(COC(=O)c1ccc(S(=O)(=O)Nc2ccccc2)cc1)NCCC1=CCCCC1
i	13.8	-3.2	-1.1	1.5	1.8	1.9	0.4	20.6	-1.8	O=C(NCC1(c2ccccc2)CCCC1)c1ccc(Br)o1
i	-0.8	-1.7	21.8	-1.9	1.8	-60.0	-1.6	8.7	6.6	CNc1nnc(-c2ccncc2)s1
nt	4.4	-1.9	-0.8	-3.5	2.1	-3.8	5.5	13.7	-0.9	O=c1[nH]c(/C=C\c2cccc(F)c2)nc(O)c1[N+](=O)[O-]
i	9.9	2.4	3.0	-2.1	1.1	3.4	-0.3	13.0	0.0	CCc1nc(SCC(=O)NC2CCCC2)c2c(=O)n(C)c(=O)n(C)c2n1
i	24.9	1.9	3.5	-32.6	-2.2	-1.8	0.4	12.0	0.2	Cc1ccc(CS(=O)Cc2ccc(C(=O)NC3CCCCC3)o2)cc1 (stereo not given)
i	6.5	-3.1	nt	-6.5	-0.3	-2.5	15.0	11.2	-0.1	Cc1ccn(C(C)CC(=O)Nc2ccc(-c3ccno3)cc2)n1 (stereo not given)
nt	nt	nt	1.0	9.1	1.9	0.3	-1.7	32.1	-4.4	C=C(C)CSC1=C(C#N)C(c2ccsc2)CC(=O)N1 (stereo not given)
i	12.2	-9.0	-5.5	-8.1	2.5	2.1	nt	nt	-0.1	Oc1ccccc1N1CCN(C(c2ccccc2)c2ccccc2)CC1
i	4.1	2.8	-2.2	0.8	nt	7.5	-0.3	5.0	-3.7	C[C@H]1Oc2ccccc2C(=O)C1C(=O)c1ccccc1 (stereo not given in full)
i	-1.9	-0.6	-1.6	0.0	3.4	-3.0	0.3	7.3	-0.3	Cc1ccc(C(C)NC(=O)c2c(-c3ccccc3)noc2C)cc1C (stereo not given)
i	4.3	-1.3	2.3	8.4	1.3	1.1	0.9	0.7	-4.0	C=CCn1c(SCC(=O)Nc2cc(C)ccc2C)nnc1-c1cnccn1
i	9.0	0.4	-2.8	-2.4	-2.3	5.4	-0.2	12.8	-0.9	Cc1c(NC(=S)Nc2ccc(Cl)cc2)c(=O)n(-c2ccccc2)n1C
i	0.6	-3.3	-9.7	1.8	-2.2	0.3	1.2	nt	-0.3	CC(=O)N1CCOc2ccc(S(=O)(=O)N(C)c3ccc(C)cc3)cc21
i	-6.0	-1.8	-0.2	25.4	-1.5	8.7	0.7	17.5	0.8	CN1CCN(C(=O)C23CCC(C)(c4nc5ccccc5nc42)C3(C)C)CC1 (stereo not given)
i	-12.7	-1.6	2.8	-6.7	0.8	-4.3	0.4	13.7	-0.3	O=C(NCc1ccco1)c1ccc(CS(=O)(=O)Cc2ccc(F)cc2)o1
nt	nt	nt	-0.7	-0.1	1.1	1.4	-0.2	3.0	-0.4	O=[N+]([O-])c1ccc(CSc2nnc(Cc3ccccc3)o2)cc1
i	-2.7	-2.4	-4.2	0.0	2.9	-1.4	4.7	8.0	-1.5	Cc1ccc2oc(=O)c(/C=C(\O)c3ccccc3)nc2c1
i	-28.8	-25.6	-2.6	-3.1	-1.0	-8.0	-0.3	26.7	-1.3	COc1ccc(OC)c(NS(=O)(=O)c2ccc(N3CCCC3=O)cc2)c1
i	0.1	3.0	-1.2	2.6	2.7	13.5	0.6	7.0	2.4	Cc1ccc(S(=O)(=O)N2CCN(C(=O)c3ccc(N4CCCCC4)c([N+](=O)[O-])c3)CC2)cc1
i	nt	nt	nt	nt	-0.2	-2.3	5.2	14.9	-0.2	S=C1NCN(C2CCCCC2)CN1CCc1ccccc1
i	16.4	-7.5	-36.3	-6.7	1.9	1.8	0.7	24.7	-0.3	COc1ccc(CN2CCNC(=O)C2CC(=O)NC2Cc3ccccc3C2)c(OC)c1 (stereo not given)
i	1.9	0.4	-2.7	15.8	0.9	-0.9	1.1	-83.2*	2.9	O=C1COc2ccc(C(=O)COC(=O)Cc3ccccc3F)cc2N1
i	3.0	7.2	3.0	-13.6	-0.1	-2.4	1.3	4.9	-2.1	CCOc1cc(S(=O)(=O)N(CC)CC)ccc1F
i	-4.1	-6.6	-6.5	-0.9	0.8	1.7	-0.8	26.9	1.0	Cc1cc(C(=O)N(C)Cc2c(F)cccc2Cl)c2ccccc2n1
i	-9.7	-3.5	-5.0	-1.0	3.1	3.7	3.1	6.7	-0.7	CCCCC(O)(c1ccccc1)C(CN1CCOCC1)c1ccccc1 (stereo not given)
i	-84.4	-81.3*	-0.6	16.2	4.5	-2.4	0.5	41.3	-1.6	COC(=O)c1cc(S(=O)(=O)NCCc2ccccc2)c[nH]1
i	3.4	-2.1	8.0	1.8	3.6	1.1	0.7	-17.2	-0.7	Cc1ccc(N2C(=O)CC(Sc3cccs3)C2=O)cc1 (stereo not given)
i	18.7	1.1	-1.0	0.3	0.3	2.3	-1.9	37.0	1.0	Cn1c(=O)c2[nH]c(-c3cccnc3)nc2n(C)c1=O
i	9.1	-4.0	-1.6	1.3	4.5	2.7	-0.3	21.4	nt	CCCCc1nnc2c(N(C)S(=O)(=O)c3ccccc3)nc3ccccc3n12
i	-29.4	-11.4	4.6	-0.8	0.7	-2.4	0.8	9.7	-2.0	COc1ccccc1NC(=O)c1ccc(Br)o1
i	2.2	-6.7	-1.4	-5.0	1.4	0.5	-1.7	14.4	0.7	Clc1ccccc1-c1ncnc2ccc(Br)cc12
i	-3.2	0.7	8.5	-16.8	-2.9	-2.5	-0.3	23.6	-2.5	COc1ccc(OC)c(CN(CCN2CCOCC2)S(=O)(=O)c2ccc(NC(C)=O)cc2)c1
i	-3.1	6.5	6.9	-1.9	1.1	0.2	3.0	15.4	-0.8	CCCCC(=O)NNC(=S)NCc1ccccc1
i	-3.0	-2.1	2.8	-6.5	0.8	-0.2	5.1	20.9	0.7	CC(O)CNCCCOc1cccc(Oc2ccccc2)c1 (stereo not given)
i	-4.9	-5.1	-2.0	1.9	-1.2	1.6	1.2	17.0	-3.1	CC(=O)Nc1ccc(OCC(O)CN2CCN(c3ccccc3Cl)CC2)cc1 (stereo not given)
i	nt	nt	-13.3	nt	-2.7	2.3	1.4	-5.7	-1.9	COc1ccc2cc(C(=O)N3CCOCC3)sc(=O)c2c1OC
i	4.9	5.1	2.8	0.8	-1.7	-0.9	-0.5	16.2	0.2	COC(=O)c1ccc(C(=O)NC2CCCN(Cc3ccc(Cl)cc3)C2)nc1 (stereo not given)
i	-4.5	-5.4	-1.2	1.9	1.5	-8.3	4.2	22.3	-2.0	COc1ccccc1N1C(=O)c2ccccc2NC1C(OC)OC (stereo not given)
i	5.2	-4.5	nt	1.5	-0.6	-2.4	1.5	0.6	-0.8	Cc1cccc(-n2c(-c3cccc([N+](=O)[O-])c3)nc3nc4ccccc4nc32)c1
nt	nt	nt	nt	nt	-1.5	3.3	-0.8	13.4	-3.6	O=C(O)/C=C/C(=O)Nc1ccccc1C(=O)OCC(=O)c1ccc2c(c1)OCCO2
i	18.7	5.8	-1.0	-2.7	6.8	3.4	-0.8	21.9	0.7	COc1ccc(-c2nc(N)n(S(=O)(=O)c3ccc(C)cc3)n2)cc1
i	-4.3	1.0	4.5	-7.0	1.4	13.8	-1.0	15.4	-0.8	CCOC(=O)[C@@H]1[C@H]2COc3ccccc3[C@H]2N2C(=O)N(c3ccc(Cl)cc3)C(=O)[C@@]12C
i	17.6	-0.3	7.5	-9.9	-0.5	-8.6	-0.4	7.9	-3.0	O=C(Cc1cccs1)Nc1cccc(C(=O)Nc2ccc(C(=O)O)cc2)c1
i	-1.2	-4.6	-6.5	0.0	nt	-6.0	3.9	14.1	0.4	O=C(NC1CCC(O)CC1)c1ccc2c(c1)S(=O)(=O)N=C1CCCCCN12 (stereo not given)
i	-2.3	-3.1	12.9	33.9	nt	nt	1.0	11.7	nt	O=C(CSc1nccn(-c2ccc(F)c(Cl)c2)c1=O)NC1CCCC1
i	1.0	-2.1	3.6	1.5	nt	-7.4	-0.5	35.0	-1.9	COc1ccc(CC(=O)NNC(=O)COc2ccc(C)cc2)cc1S(=O)(=O)N1CCOCC1
i	-13.9	9.4	1.1	-0.1	-5.9	0.9	1.3	2.6	-1.0	CCOc1ccc(NC(=O)NC2CC(=O)N(c3ccc(OC)cc3)C2)cc1 (stereo not given)
i	10.7	5.7	5.0	1.1	1.5	-2.3	-4.1	14.5	-4.7	CC(C)CNC(=S)NNC(=O)c1ccco1
i	41.3	31.8	-0.3	-1.7	-2.0	-1.2	0.2	6.2	1.7	O=C(CCC1N=C2c3ccccc3N=C(SCc3ccc(Cl)cc3)N2C1=O)NCc1ccco1 (stereo not given)
i	nt	nt	2.3	2.4	4.7	-4.0	2.0	-81.3*	-0.3	O=C1CN(C(=O)COC(=O)CCCOc2ccccc2)c2ccccc2N1

# Compounds above that have bromine:
PolyA inh	HSF1 activator	HSF1 inh	DYRK1A inh	Platelet DG rel	HSP90 inh	HDAC3 inhib	GSK3beta inhib	AI-2 QS mod	GSK3 alpha inh	smiles
i	13.8	-3.2	-1.1	1.5	1.8	1.9	0.4	20.6	-1.8	O=C(NCC1(c2ccccc2)CCCC1)c1ccc(Br)o1
i	-29.4	-11.4	4.6	-0.8	0.7	-2.4	0.8	9.7	-2.0	COc1ccccc1NC(=O)c1ccc(Br)o1
i	2.2	-6.7	-1.4	-5.0	1.4	0.5	-1.7	14.4	0.7	Clc1ccccc1-c1ncnc2ccc(Br)cc12

# High-throughput results: PubChem BioAssay, several laboratories
